From PubChem
NR1D1 modulator = modulators of Rev-erb alpha DNA binding, primary screen, biochemical, FITC-DNA, fluorescence polarization, uHTS; activity, % at 10 µM; AID 1259318, 2017; Rev-erbα–FITC-DNA binding, 90 min; 370,000 compounds, 0.79% hits;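 active = activity above about 14%, limit read from the data; passing the limit was not always enough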;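 note: 0% = DMSO wells with 35 nM protein and 100% = DMSO wells with 750 nM protein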
DDE Tn7 FP inh = inhibitors of Tn7 peptide binding to fibrin DD(E), primary screen, biochemical, fluorescence polarization, human fibrin, Tn7 probe | Fibrinogen beta chain (Homo sapiens), P02675 | FP displacement of FITC-Tn7 peptide from fibrin DD(E); 0% = median of compound wells per plate | inhibition, % at 8.3 µM | 370,000 compounds, 0.13% hits | AID 720508, 2013;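 active = inhibition above the mean of compounds falling within the control limits plus 3 SD of them, cut at about 14% in these data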;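 note: 0% = plate median of compound wells and 100% = 10 µM Aha-Tn7 peptide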
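Also added: labelled Tn7 tracer, 0.1 µM; Assay system: human fibrin DD(E) protein; Amount: 2 µM fibrin DD(E); Schedule: 10 min compound pre-incubation, 3 h probe incubation at room temperature; Repeats: one replicate per compound; Read-out basis: percent inhibition; Measured by: fluorescence polarization of the labelled Tn7 tracer.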
UHRF1 binding = UHRF1 methylated DNA binding inhibitors, primary screen, counter-screen for MBD2 inhibitor project, biochemical, TR-FRET, human UHRF1, single concentration; UHRF1 binding to methylated oligo; inhibition, % at 4.4 µM; E3 ubiquitin-protein ligase UHRF1 (Homo sapiens), Q96T88; 370,000 compounds, 0.75% hits; in the data active = inhibition above about 21%;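 note: UHRF1 SRA domain binding a hemimethylated CpG hairpin DNA probe; 0% = median of test compound wells and 100% = reference inhibitor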
Target sequence (Q96T88 whole entry, looked up, the tested form may be a part): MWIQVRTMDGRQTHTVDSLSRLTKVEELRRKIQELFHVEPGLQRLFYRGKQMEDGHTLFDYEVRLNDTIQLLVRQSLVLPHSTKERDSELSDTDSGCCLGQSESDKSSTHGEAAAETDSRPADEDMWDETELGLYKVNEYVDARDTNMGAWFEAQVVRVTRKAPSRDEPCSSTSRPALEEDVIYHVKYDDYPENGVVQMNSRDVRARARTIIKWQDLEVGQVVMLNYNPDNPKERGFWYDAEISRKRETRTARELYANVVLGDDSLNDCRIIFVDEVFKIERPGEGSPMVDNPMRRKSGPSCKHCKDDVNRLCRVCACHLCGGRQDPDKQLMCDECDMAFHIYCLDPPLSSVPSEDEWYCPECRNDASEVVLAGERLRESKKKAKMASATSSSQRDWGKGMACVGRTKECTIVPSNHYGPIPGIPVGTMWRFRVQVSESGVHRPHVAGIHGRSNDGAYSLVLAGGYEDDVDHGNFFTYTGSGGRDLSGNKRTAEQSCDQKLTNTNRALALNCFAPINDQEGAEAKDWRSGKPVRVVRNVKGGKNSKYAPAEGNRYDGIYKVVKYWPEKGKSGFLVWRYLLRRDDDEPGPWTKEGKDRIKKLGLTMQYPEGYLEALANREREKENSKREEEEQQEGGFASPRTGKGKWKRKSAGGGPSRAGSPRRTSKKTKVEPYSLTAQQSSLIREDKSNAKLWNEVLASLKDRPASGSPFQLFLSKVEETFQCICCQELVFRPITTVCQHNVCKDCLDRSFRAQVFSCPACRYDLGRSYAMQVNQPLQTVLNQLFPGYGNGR
PLC-gamma1 inh = PLC-gamma1 enzyme inhibitors, primary screen, biochemical, fluorescence, purified enzyme | fluorogenic substrate | inhibition, % at 12.2 µM | 370,000 compounds, 0.84% hits | AID 720700, 2013; in the data active = inhibition above about 9.5%
sPLA2-III inh = human group III sPLA2 inhibitors, primary screen, biochemical, QFRET, BODIPY PC-A2 liposome substrate; QFRET BODIPY PC-A2 liposome hydrolysis, fluorescence; AID 743126, 2013; 370,000 compounds, 0.56% hits; Group 3 secretory phospholipase A2 (Homo sapiens), Q9NZ20; inhibition, % at 12.2 µM;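 active = inhibition above mean plus 3 SD of compounds lying within the high and low control bounds, cut at about 19% in these data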;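 note: 0% = median of test compound wells and 100% = no enzyme DMSO wells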
ASAP1 GAP inh = inhibitors of human ASAP1 ArfGAP activity, primary screen, biochemical, fluorescence polarization. Arf-GAP with SH3 domain, ANK repeat and PH domain-containing protein 1 (Homo sapiens), …. ASAP1-stimulated ARF1 GTP hydrolysis, GDP FP detection. inhibition, % at 16.5 µM. 360,000 compounds, 0.19% hits. AID 624377, 2012; in the data active = inhibition above about 25%;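 note: 0% = vehicle with enzyme and substrate and 100% = no enzyme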
DDE Tn6 FP inh = inhibitors of Tn6 peptide binding to fibrin DD(E), primary screen, biochemical, fluorescence polarization, human fibrin, Tn6 probe; Fibrinogen beta chain (Homo sapiens), P02675; Fibrin DD(E) TRITC-Tn6 fluorescence polarization displacement; inhibition, % at 8.3 µM; 370,000 compounds, 0.21% hits; AID 720509, 2013;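 active = inhibition above a per-campaign cutoff: mean of compounds within control limits plus 3 SD, cut at about 15% in these data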;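 note: 0% = median of all compound wells on the plate and 100% = blocking peptide control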
PLC-beta3 inh = human PLC-beta3 inhibitors, primary screen, biochemical, fluorescence. 1-phosphatidylinositol 4,5-bisphosphate phosphodiesterase beta-3 (Homo sapiens), Q01970. Purified PLC-beta3, fluorogenic substrate. inhibition, % at 12.2 µM. 370,000 compounds, 0.18% hits; in the data active = inhibition above about 11%;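 note: 0% = median of compound wells on plate and 100% = full blocker control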
ARFGAP1 inhibitor = inhibitors of rat ARFGAP1 GAP activity, primary screen, biochemical, fluorescence polarization, GDP tracer | Arfgap1-stimulated ARF1 GTP hydrolysis, GDP FP detection | inhibition, % at 16.5 µM | ADP-ribosylation factor GTPase-activating protein 1 (Rattus norvegicus), Q62848 | 360,000 compounds, 0.26% hits;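 active = inhibition above a per-plate limit, mean inhibition of low control wells plus 3 SD, cut at about 25% in these data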;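 note: 0% = DMSO wells with enzyme and 100% = wells lacking Arfgap1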
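Material: truncated rat Arfgap1 GAP domain; Incubation: compound-enzyme preincubation 20 min, reaction 120 min, detection 60 min, 25 °C; Read-out: percent inhibition of Arfgap1-stimulated GTP hydrolysis; Technique: FP, GDP Alexa 633 tracer displaced from anti-GDP antibody, 620/688 nm; Controls: No-Arfgap1 wells (100%) versus DMSO full-reaction wells (0%); Replication: single well per compound.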
proKLK7 act = proKLK7 zymogen activators, primary screen, biochemical, fluorescence intensity; purified proKLK7, EDANS-DABCYL substrate fluorescence; 100% is mature enzyme control, 0% vehicle; activation, % at 7 µM; 370,000 compounds, 0.9% hits;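 active = activation above the mean of all tested compounds plus 3 SD, computed per campaign excluding outliers beyond control limits, cut at about 13% in these data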
Target sequence (P49862 whole entry, looked up): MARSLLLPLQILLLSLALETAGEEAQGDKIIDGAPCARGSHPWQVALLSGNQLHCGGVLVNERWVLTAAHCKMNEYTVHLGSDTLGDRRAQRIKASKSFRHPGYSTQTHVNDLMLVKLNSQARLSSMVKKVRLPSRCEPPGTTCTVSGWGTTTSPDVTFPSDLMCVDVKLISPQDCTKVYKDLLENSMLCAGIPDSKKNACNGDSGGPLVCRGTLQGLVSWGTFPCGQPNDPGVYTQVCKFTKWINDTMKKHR
An asterisk follows results filed as active; i = inactive; . = no result given.

SMILES | NR1D1 modulator | DDE Tn7 FP inh | UHRF1 binding | PLC-gamma1 inh | sPLA2-III inh | ASAP1 GAP inh | DDE Tn6 FP inh | PLC-beta3 inh | ARFGAP1 inhibitor | proKLK7 act
O=C(Cc1ccccc1Cl)NNC(=O)Nc1ccccc1 | 7 | 10 | 0 | 0 | -9 | 6 | -4 | 1 | 8 | -0.5
COc1ccc(C(=O)c2c(C)c3ccccc3n2CC(O)CNC(C)C)cc1 (stereo not given) | -1 | 6 | -2 | -1 | -8 | 1 | -5 | -3 | 6 | -0.2
CCN(CC(=O)Nc1c(F)cccc1F)C(=O)c1cc(S(=O)(=O)NCc2ccccc2)ccc1C | 5 | 6 | -3 | 2 | -17 | -2 | 8 | -6 | -6 | 0.6
O=C(NC(Cc1ccccc1)C(=O)N1CCCCC1)c1ccccc1 (stereo not given) | 1 | 6 | 3 | 13* | 14 | -1 | -5 | 6 | 4 | -0.1
O=C(COCc1ccccc1)N1CC[C@H]2[C@H](CCCN2Cc2cc(F)cc(F)c2)C1 | -3 | 7 | -3 | -2 | -2 | . | 6 | 0 | . | 0.4
COc1ccc(NC(=O)NCCN2CCN(c3cccc(Cl)c3)CC2)cc1 | 1 | 0 | -1 | 1 | -1 | -15 | 10 | 3 | 0 | 0.6
COC(=O)c1cc(C(=O)OCC(=O)N(C)c2ccccc2)cc([N+](=O)[O-])c1 | -9 | -3 | -3 | -1 | 1 | 3 | 1 | 0 | 6 | -0.3
CCOC(=O)CC1C(=O)NCCN1S(=O)(=O)c1ccccc1 (stereo not given) | -1 | -1 | 3 | -2 | 1 | 12 | -1 | 0 | -6 | 0.4
CNC(=O)NC(=O)C(C)OC(=O)c1c2c(nc3ccccc13)/C(=C/c1cccs1)CC2 (stereo not given) | -7 | 0 | -2 | i | -16 | 7 | 3 | i | 5 | 50*
CCN(c1ccc(NC(=O)c2ccc(Cl)nc2)cc1)C(C)C | -1 | 2 | -2 | 0 | -1 | 2 | 1 | 4 | -2 | -0.1
CC(=O)Nc1ccc(OCC(C)CN2CCC(C(O)(c3ccccc3)c3ccccc3)CC2)cc1 (stereo not given) | 5 | -2 | 0 | 2 | -42 | . | -6 | 2 | . | -0.2
COc1ccc(CCNC(=O)c2cccc([N+](=O)[O-])c2)cc1OC | 3 | 13 | -2 | 1 | 1 | 0 | -4 | -3 | 3 | 0.2

The last 3 entries of the section before are carried over, then new ones follow.
SMILES | NR1D1 modulator | DDE Tn7 FP inh | UHRF1 binding | PLC-gamma1 inh | sPLA2-III inh | ASAP1 GAP inh | DDE Tn6 FP inh | PLC-beta3 inh | ARFGAP1 inhibitor | proKLK7 act
CCN(c1ccc(NC(=O)c2ccc(Cl)nc2)cc1)C(C)C | -1 | 2 | -2 | 0 | -1 | 2 | 1 | 4 | -2 | -0.1
CC(=O)Nc1ccc(OCC(C)CN2CCC(C(O)(c3ccccc3)c3ccccc3)CC2)cc1 (stereo not given) | 5 | -2 | 0 | 2 | -42 | . | -6 | 2 | . | -0.2
COc1ccc(CCNC(=O)c2cccc([N+](=O)[O-])c2)cc1OC | 3 | 13 | -2 | 1 | 1 | 0 | -4 | -3 | 3 | 0.2
COc1ccc(-c2csc3ncnc(N4CCN(Cc5ccccc5)CC4)c23)cc1 | 7 | 5 | 2 | -4 | 2 | 2 | -8 | -11 | 7 | -0.8
CC(=O)Nc1nc(C(=O)O)cs1 | -2 | -1 | 1 | -1 | 3 | -10 | 2 | -2 | 6 | 0.1
COC(=O)C(CC(C(=O)OC)C(=O)OC)C(=O)OC | 0 | -4 | -1 | 1 | 0 | 1 | -7 | 3 | 6 | 0.4
O=C(NCCCn1ccnc1)C(=O)NCC(c1ccco1)N1CCN(c2ccc(F)cc2)CC1 (stereo not given) | -2 | 2 | 4 | 4 | -10 | -12 | 1 | -7 | -12 | 0.1
O=C1[C@H]2[C@@H](c3ccc(F)cc3)N3C(=O)N(c4cccc(F)c4)C(=O)[C@@]3(Cc3ccc(Cl)cc3)[C@H]2C(=O)N1C1CCCCC1 | 5 | 0 | -4 | -5 | 3 | 9 | 8 | 1 | -1 | -0.2
COc1ccc(C(CC(=O)O)NC(=O)c2ccccc2)cc1OC (stereo not given) | -2 | -4 | 5 | 9 | 10 | -5 | -10 | 10 | -6 | 0.1
O=C(CN1C(=O)c2ccccc2C1=O)Nc1cc([N+](=O)[O-])ccc1O | -6 | -4 | -3 | -1 | -4 | -5 | 8 | -2 | 5 | 0.1
CCCOc1ccc(N2C(=O)CC(NCCc3ccc(S(N)(=O)=O)cc3)C2=O)cc1 (stereo not given) | 0 | 4 | 0 | 1 | -4 | -8 | 5 | 0 | -3 | 0.2
Cc1ccc(C(=O)OCc2nc3ccsc3c(=O)[nH]2)o1 | 2 | 6 | 0 | 0 | 5 | -3 | 0 | -8 | -3 | 0.1
CCN(CC)C(=O)C1=C(C)N(CCCN2CCCC2=O)C(=O)C(CC(=O)NC2CCCCC2)C1 (stereo not given) | -9 | -9 | 0 | 0 | 6 | 3 | -4 | 2 | 6 | -0.1
CCOC(=O)c1ccc(NC(=S)N(CCCN2CCCCC2)Cc2ccco2)cc1 | 6 | 5 | -3 | 1 | 4 | -3 | -1 | -1 | 5 | -0.8
Cc1ccc(NC(=O)CCC(=O)N2CCOc3ccccc32)c(Cl)c1 | 2 | -7 | 0 | 4 | 1 | -6 | -1 | 4 | 5 | 0.7
CCOC(=O)c1c(C)nc2c(c1-c1cc(OC)ccc1OC)C(=O)CC(C)(C)C2 | 0 | 6 | -3 | 3 | -5 | -4 | 4 | -2 | 1 | 0.3
O=C(c1cccc(-n2cccc2)c1)N1CCN(S(=O)(=O)c2ccccc2)CC1 | -31 | 12 | 56* | -2 | -18 | -4 | 1 | -8 | -2 | -0.2
N#Cc1ccc(OCC(=O)Nc2ccc(S(=O)(=O)N3CCOCC3)cc2)cc1 | -2 | -9 | 1 | 0 | 7 | -1 | 6 | 0 | 13 | 0.8
O=C(O)CC(CC(=O)NCC(O)c1ccccc1)c1ccccc1 (stereo not given) | -8 | 1 | -2 | 1 | 1 | -5 | -9 | -3 | -9 | -0.2
CCCCn1c(N)c(N(CCC(C)C)C(=O)COC(=O)c2cccnc2SC)c(=O)[nH]c1=O | -1 | 3 | 1 | 0 | 2 | -8 | -4 | -6 | 4 | -0.6
Cc1ccccc1S(=O)(=O)N(C)C[C@H]1OCc2cnnn2CCCC(=O)N([C@H](C)CO)C[C@@H]1C | -2 | 3 | -1 | 1 | 0 | 2 | 13 | -2 | 3 | 0.5
Cc1ccc(-c2c(C(=O)N/N=C/c3ccncc3)nnn2-c2nonc2N)cc1 | 1 | 6 | 1 | -1 | 2 | 0 | 4 | -9 | 6 | 0.1
CC(=O)N1CCN(c2ccc([N+](=O)[O-])c(NCC3CCCO3)c2)CC1 (stereo not given) | 14 | -4 | -11 | 3 | 1 | -3 | 3 | 4 | 7 | 0.7
O=C1CCCN1CCCNS(=O)(=O)c1ccc(Br)s1 | 0 | 3 | -1 | -1 | 7 | -4 | 3 | -9 | 4 | 0.3
CCCCCCCC(=O)NNC(=O)CC(=O)Nc1ccccc1C(=O)O | 1 | -5 | 2 | 1 | -11 | -6 | 1 | -4 | -7 | -0.7
O=C(NCc1ccccc1)c1nc[nH]c1C(=O)N1CCN(c2ccccc2)CC1 | 2 | 3 | 3 | 2 | -1 | -4 | -3 | -1 | 4 | 0.9
CCN(CC)C(=O)CC[C@H]1CC[C@]2(CCCN(S(=O)(=O)c3ccccc3)C2)O1 | 1 | 4 | -4 | -3 | 5 | . | -1 | 2 | . | -0.2
CCc1c(C)nc(Nc2nc(C)c3cc(OC)ccc3n2)[nH]c1=O | -3 | 2 | 8 | -3 | 4 | 14 | -8 | -3 | -3 | 0.2
CC(C)(C)NC(=O)C(c1ccncc1)N(C(=O)Cn1nnc(-c2ccc(F)cc2)n1)c1ccccc1F (stereo not given) | -5 | -4 | 0 | -2 | -3 | -13 | 11 | -1 | -1 | 0.0
COC(=O)CCN(C(=O)c1cccc(OC(C)=O)c1)c1ccccn1 | 0 | -4 | 0 | 1 | 2 | -9 | -2 | 4 | 3 | 0.4
COc1ccc(C2c3c(ccc4ccccc34)Oc3ncn4nc(-c5ccco5)nc4c32)cc1 (stereo not given) | 6 | -2 | 0 | 2 | -4 | 1 | -11 | 3 | -2 | -0.2
COCCCn1c(SCC(=O)O)nc2cc(OC)c(OC)cc2c1=N | 2 | -1 | -1 | -2 | -1 | 2 | -5 | -1 | 1 | -0.8
Cc1cc(C)n(C/C=C/Cn2nc(C)cc2C)n1 | -5 | -2 | 5 | 1 | -1 | 7 | -2 | 2 | -1 | -0.2
COc1ccc(N2CCN(C(=O)CSc3nnc4c(C)cc5c(C)cc(C)cc5n34)CC2)cc1 | -2 | 4 | -2 | 4 | 5 | 1 | 5 | 3 | 2 | 0.0
CCC(=O)OCc1c(C(F)(F)F)nn(C)c1Oc1cccc(C(F)(F)F)c1 | 3 | -1 | 3 | 0 | 1 | 2 | 0 | 0 | 4 | -0.2
COc1ccc(NS(=O)(=O)c2cccc(C(=O)NCC(c3ccccc3OC)N3CCCC3)c2)cc1 (stereo not given) | -7 | -8 | 2 | -3 | -7 | 0 | 1 | -2 | 0 | 1.2
CCO[C@@H]1OC(C(=O)N2CCN(Cc3ccccc3)CC2)=C[C@H](C)[C@H]1CCCO | -4 | 1 | 1 | 1 | 8 | 8 | -6 | 1 | 19 | 0.1
CCN(CC)c1nc2c(c(=O)[nH]c(=O)n2C)n1Cc1ccccc1 | 2 | 7 | 3 | 1 | -4 | 3 | 5 | -5 | 6 | 0.0
Cn1ncc([N+](=O)[O-])c1C(=O)N/N=C/c1c[nH]c2ccccc12 | -6 | -5 | -1 | 2 | 1 | 7 | 4 | 1 | 5 | -0.4
Cc1ccc(C(=O)Nc2cccc(-c3cnc4ccccc4n3)c2)cc1 | -2 | -3 | -2 | 0 | 4 | 4 | 7 | 0 | 4 | -0.1

Compounds were not picked by outcome; about 4.5% have a hit in one of these screens.
